Mm-Cpn inhibitor: blocks the Methanococcus maripaludis chaperonin Mm-Cpn; purified Mm-Cpn ATPase, ADP Transcreener TR-FRET; Potency, µM (titrated, usually from 76.9 µM), for the others: at the top dose activity, negative = inhibition, usual class: inhibitors; 330,000 tested, 0.031% active; note: potency is the fitted concentration of half-maximal effect; % is set by controls: 0 for no effect and ±100 for the full control effect; nearly all actives have a fitted effect of over 80% in size
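Eu-cryptate anti-ADP/ADP-d2 competition gives a ratio inversely related to ADP. Enzyme at 25 nM was pre-exposed to compound for 10 min, then given 10 uM ATP for 30 min, 37°C throughout.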
EPAC1 agonist: agonists of human EPAC1 | O95398 | EPAC1 agonist qHTS, biochemical assay; response scale: 100% = response to 6.5 mM cAMP | Potency, µM (doses to about 154 µM), for the others: at the top dose activation, hits mostly activators | 360,000 tested, 0.073% active; note: potency is the fitted concentration of half-maximal effect; nearly all actives have a fitted effect of over 60% in size
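Read-out is the fluorescence drop as BODIPY-GDP leaves Rap1B (480 nm excitation, 540 nm emission), recorded every 5 minutes over 30 minutes. Reactions held 100 nM EPAC1, 250 nM Rap1B–BODIPY-GDP and 50 uM GDP, with 6.5 mM cAMP setting full activation.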
PI5P4K alpha inh: PI5P4K alpha (human) kinase inhibition. P48426. AID 652105. 330,000 tested, 1.2% active. max response, %. PI5P4Kalpha enzyme, ADP-Glo luminescence, 60 min; active compounds read low; active = max response of -50% or lower; inconclusive = between -30% and -50%; inactive = -30% or higher; note: value at the top dose of about 77 µM; % is set by controls: 0 for no effect and ±100 for the full control effect
Target sequence (P48426 whole entry, looked up): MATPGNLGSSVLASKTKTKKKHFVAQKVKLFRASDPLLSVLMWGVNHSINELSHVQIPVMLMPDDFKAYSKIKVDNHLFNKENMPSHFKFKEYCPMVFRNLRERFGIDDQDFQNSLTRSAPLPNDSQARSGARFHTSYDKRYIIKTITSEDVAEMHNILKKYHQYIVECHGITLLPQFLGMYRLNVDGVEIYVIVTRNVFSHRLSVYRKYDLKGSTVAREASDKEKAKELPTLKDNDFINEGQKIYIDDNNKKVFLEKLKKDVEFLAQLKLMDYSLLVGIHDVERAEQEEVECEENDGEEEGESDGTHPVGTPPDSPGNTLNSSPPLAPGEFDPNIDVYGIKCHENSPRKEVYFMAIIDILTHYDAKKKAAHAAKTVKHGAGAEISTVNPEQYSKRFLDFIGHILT
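Reactions run in 0.038 M HEPES pH 7.4, 0.28 mM EGTA, 0.1% CHAPS and 5% DMSO, with PI5P4Kalpha, substrate, compound and 5 microM ATP final, one hour at room temperature. Readout is ADP-Glo luminescence.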
WRN inhibitor: blocks human WRN helicase | Q14191 | WRN helicase unwinding, fluorescent forked duplex, kinetic | Potency, µM (doses to about 114 µM), for the others: at the highest dose activity change, negative = inhibition, hits mostly inhibitors | 360,000 tested, 0.46% active; note: potency is the fitted concentration of half-maximal effect; % is set by controls: 0 for no effect and ±100 for the full control effect; nearly all actives have a fitted effect of over 55% in size
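Kinetic red-fluorescence monitoring (525/598 nm) tracks WRN helicase activity after 100 nM fluorophore-quencher forked duplex and 2 mM ATP are added to 20 nM enzyme pretreated 15 min at room temperature with compound.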
EPAC2 antag: antagonists of human EPAC2; 360,000 tested, 0.18% active; Q8WZA2; EPAC2 GEF exchange of Rap1B-BODIPY-GDP, fluorescence; AID 720708; Potency, µM (highest dose often 114 µM), for inactives: top-dose activity, negative = inhibition, hits mostly inhibitors; note: potency is the fitted concentration of half-maximal effect; % is set by controls: 0 for no effect and ±100 for the full control effect; nearly all actives have a fitted effect of over 45% in size; many of its hits are not listed in these tables
EPAC1 antagonist: antagonists of human EPAC1; 360,000 tested, 0.14% active; AID 720709; Potency, µM (top dose mostly 115 µM), for the others: at the highest dose activity change, negative = inhibition, actives largely listed as inhibitors; EPAC1 GEF assay, Rap1b-BODIPY-GDP exchange fluorescence;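 note: potency is the fitted concentration of half-maximal effect; plate controls were vehicle for no effect and positive control for full effect; nearly all actives have a fitted effect of over 50% in size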
CCT modulator: modulators of cytosolic chaperonin (CCT/TRiC) activity | purified chaperonin ATPase assay, HTRF ADP detection, 30 min | activity change, % (test concentration not listed), hits read low | 360,000 tested, 0.3% active | AID 651819; in the data active = activity change below about -30%; note: % is set by controls: 0 for no effect and ±100 for the full control effect
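We incubate TRiC, 40 or 20 nM final, with library compounds at 76 uM and 10 uM ATP for 30 min at 37 °C. ADP formed is detected with Transcreener HTRF reagents after 30 min at room temperature.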
PLK1 PBD inh: inhibitors of human PLK1 polo-box domain binding; AID 720504; 360,000 tested, 2.8% active; Potency, µM, for inactives: max response, negative = inhibition, hits mostly inhibitors; Plk1 PBD binding of FITC phosphopeptide, fluorescence polarization; P53350; note: potency is the fitted concentration of half-maximal effect; series mostly up to about 57 µM; % is set by controls: 0 for no effect and ±100 for the full control effect; nearly all actives have a fitted effect of over 65% in size
Target sequence (P53350 whole entry, looked up, the tested form may be a part): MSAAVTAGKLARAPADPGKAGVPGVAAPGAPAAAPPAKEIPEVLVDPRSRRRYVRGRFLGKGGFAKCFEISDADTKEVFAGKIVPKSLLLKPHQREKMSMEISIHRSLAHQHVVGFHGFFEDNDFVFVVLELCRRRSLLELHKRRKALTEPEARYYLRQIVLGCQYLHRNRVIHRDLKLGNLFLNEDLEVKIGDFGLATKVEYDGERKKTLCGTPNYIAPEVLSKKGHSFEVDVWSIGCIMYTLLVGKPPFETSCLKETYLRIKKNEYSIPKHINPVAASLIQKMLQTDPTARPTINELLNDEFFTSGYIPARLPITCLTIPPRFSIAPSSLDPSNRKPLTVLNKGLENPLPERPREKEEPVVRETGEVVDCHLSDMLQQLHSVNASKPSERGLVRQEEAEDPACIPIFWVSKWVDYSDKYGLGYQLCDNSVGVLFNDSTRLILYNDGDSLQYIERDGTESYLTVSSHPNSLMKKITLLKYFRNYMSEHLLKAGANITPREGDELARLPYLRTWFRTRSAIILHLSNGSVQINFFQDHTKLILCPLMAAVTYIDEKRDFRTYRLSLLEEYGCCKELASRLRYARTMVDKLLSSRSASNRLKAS
The depositor's hits bear a star; u = inconclusive; x = not tested or not shown; [ ] = remark or other dose. Unless noted, calls come from the whole dose curve; as a rule, active = well fitted curve in the direction sought with a large enough effect; inconclusive = small, poorly fitted or top-dose-only effect, or another doubt; inactive = no such curve, though single readings can be large; an effect the other way counts as inactive or inconclusive. Not all compounds are listed. The share of hits here may be higher or lower than overall.

Mm-Cpn inhibitor	EPAC1 agonist	PI5P4K alpha inh	WRN inhibitor	EPAC2 antag	EPAC1 antagonist	CCT modulator	PLK1 PBD inh	SMILES
-1%	-1%	2	1%	-7%	-28%	-0.2	-15%	CCCCn1c(N)c(N(CCC(C)C)C(=O)COC(=O)c2sccc2C)c(=O)[nH]c1=O
-1%	10%	-1	-14%	6%	5%	-1.9	1%	O=C(NN1C(=O)c2ccccc2C1=O)c1ccccc1[N+](=O)[O-]
-1%	4%	4	1%[57.1 µM]	1%	-1%	-2.4	-17%	COc1ccccc1N1CCN(C2CCCN(C(=O)CCc3c(C)noc3C)C2)CC1 (stereo not drawn)
-1%	7%	-18	-18%	-5%	0%	-0.4	-29%	CC(=O)/C(C#N)=C1\NC(=O)C(Cc2ccc(F)cc2)S1 (stereo not drawn)
1%	-3%	x	-2%	9%	7%	1.0	-3%	CC(=O)Nc1cc2c(cc1NC(=O)Cn1nc(-c3ccccc3F)ccc1=O)OCCO2
2%	-15%	-5	-5%	-6%	-6%	0.8	u	O=[N+]([O-])c1cccc(N(CC2CO2)S(=O)(=O)c2ccccc2)c1 (stereo not drawn)
-2%	-4%	8	-14%	-22%	u	-0.1	-11%	CC(CC(=O)Nc1cccc(Cl)c1)c1ccccc1 (stereo not drawn)
-2%	-4%	-5	-4%	-8%	-7%	-0.1	-2%	COc1cn(-c2ccccc2)nc1C(=O)Nc1ccccc1
1%	4%	6	13%	6%	-4%	-1.6	-14%	Cc1cccc(NC(=O)c2nc[nH]c2C(=O)NCCCCNC(=O)c2[nH]cnc2C(=O)Nc2cccc(C)c2)c1
-3%	-2%	-4	-10%[11.6 µM]	8%	-22%	-0.8	-23%	CC1=N/C(=C/c2ccco2)C(=O)O1
1%	9%	-3	-16%	-1%	21%	-1.4	13µM*	COc1ccc(CCNC(=O)CSc2ccc(NC(C)=O)cc2)cc1OC
0%	-5%	-10	-9%	-15%	-9%	-1.5	-25%	CC(C(=O)Nc1ncc([N+](=O)[O-])s1)N1C(=O)c2ccccc2S1(=O)=O (stereo not drawn)
0%	-9%	8	-19%	21%	-12%	1.8	-10%	COc1ccc(NC(=O)CNC(=O)Cn2c(C)cc3ccccc3c2=O)cc1OC
-1%	4%	-5	-5%	0%	-30%	2.3	-6%	CCC(CO)N=CC1=C(O)CC(c2ccccc2)CC1=O (stereo not drawn)
1%	-3%	2	-14%	-19%	-12%	2.2	-6%	O=c1c2ccccc2ncn1CCCSc1ccccc1

4 of the entries above in order of the EPAC1 antagonist value, high to low:
molecule	Mm-Cpn inhibitor	EPAC1 agonist	PI5P4K alpha inh	WRN inhibitor	EPAC2 antag	EPAC1 antagonist	CCT modulator	PLK1 PBD inh
CC(=O)Nc1cc2c(cc1NC(=O)Cn1nc(-c3ccccc3F)ccc1=O)OCCO2	1%	-3%	x	-2%	9%	7%	1.0	-3%
O=[N+]([O-])c1cccc(N(CC2CO2)S(=O)(=O)c2ccccc2)c1 (stereo not drawn)	2%	-15%	-5	-5%	-6%	-6%	0.8	u
COc1ccc(NC(=O)CNC(=O)Cn2c(C)cc3ccccc3c2=O)cc1OC	0%	-9%	8	-19%	21%	-12%	1.8	-10%
CCC(CO)N=CC1=C(O)CC(c2ccccc2)CC1=O (stereo not drawn)	-1%	4%	-5	-5%	0%	-30%	2.3	-6%

Additional compounds.
Mm-Cpn inhibitor	EPAC1 agonist	PI5P4K alpha inh	WRN inhibitor	EPAC2 antag	EPAC1 antagonist	CCT modulator	PLK1 PBD inh	SMILES
2%	10%	x	-1%	-4%	5%	-1.5	1%	O=C(NCCNC(=O)C1CC2CCC1C2)C1CC2CCC1C2 (stereo not drawn)
2%	-4%	-60*	-23%[57.1 µM]	13%	-6%	2.2	-19%	Oc1ccc(C=Nc2ccc(N3CCOCC3)cc2)c(O)c1
1%	7%	14	-3%	-17%	-15%	-3.1	-14%	Cc1cccc(NC(=O)CN2C(=S)NC(C)(C)CC2C)c1C (stereo not drawn)
x	8%	-7	-20%	-7%	-8%	0.1	9%	CC(=O)c1ccc(NC(=O)C(C)OC(=O)c2ccc(NS(=O)(=O)c3ccc4[nH]c(=O)[nH]c4c3)cc2)cc1 (stereo not drawn)
-1%	-15%	-8	10%	3%	-9%	-0.8	3%	Cc1cc(=O)n2c3ccccc3n(CC(O)CN3CCN(Cc4ccccc4)CC3)c2c1C#N (stereo not drawn)
-2%	4%	x	-4%	3%	3%	1.3	-4%	N/C(=N\OC(=O)c1ccco1)c1ccccc1
1%	4%	2	-27%	3%	-2%	0.1	-6%	O=C(O)c1ccc(S(=O)(=O)N2CCCC2)cc1
-3%	14%	x	1%	6%	13%	-3.2	-8%	CSc1nc(C)cc(SCCO)n1
-2%	-2%	-8	-4%	12%	2%	1.3	-3%	COc1ccc(OC(=O)C2CC(=O)N(c3ccc(C)cc3)C2)cc1 (stereo not drawn)
-1%	-11%	u	u	-1%	-5%	-0.2	3.4µM*	COCC(=O)Nc1cc(C)cn(Cc2c(F)cccc2Cl)c1=O
0%	-7%	-1	9%	14%	14%	2.4	-11%	CN(C(=O)COC(=O)c1ccccc1SCC(=O)NC1CCCCCCC1)C1CCS(=O)(=O)C1 (stereo not drawn)
-1%	-4%	-6	0%	5%	9%	0.5	-1%	Cc1ccc(N(CC(=O)O)S(C)(=O)=O)cc1Cl
-6%	0%	1	-4%	u	-8%	0.7	2%	COCc1c(C(=O)NC2CCCCC2)sc2cccc(F)c12
1%	14%	-10	-8%	1%	3%	-2.8	-12%	Cc1ccc(-n2nc3c(c2NC(=O)c2ccco2)CS(=O)C3)c(C)c1 (stereo not drawn)
-2%	10%	4	10%	-4%	-4%	0.2	-6%	CCCN1C(=O)C(=O)N(CC(=O)c2cc(C)n(C3CC3)c2C)C1=O

Mm-Cpn inhibitor	EPAC1 agonist	PI5P4K alpha inh	WRN inhibitor	EPAC2 antag	EPAC1 antagonist	CCT modulator	PLK1 PBD inh	SMILES
-2%	4%	-10	-14%	-2%	-13%	-1.1	-3%	COc1cc(/C=N\NC(=O)CN2CCOCC2)ccc1OCC(=O)Nc1ccc(C)c(C)c1
0%	-4%	-4	12%	6%[57.1 µM]	0%	-2.7	-6%	O=C1CNC(=O)N1CC(=O)N1CCCc2ccccc21
1%	4%	x	-10%	-2%	-4%	-1.8	0%	Cn1c(C(=O)NCCN2CCOCC2)cc2sccc21
1%	9%	-1	6%	6%	2%	-8.1	4%	COC(=O)c1sccc1S(=O)(=O)N1CCCC(N(C)CCc2ccccn2)C1 (stereo not drawn)
2%	2%	0	9%	7%	14%	-0.6	1%	CN(C)S(=O)(=O)c1ccc(S(=O)(=O)N2CCN(CCC#N)CC2)cc1
1%	-11%	-9	11%	4%	-8%	-2.8	-4%	O=C(CN1C(=O)C(=O)N(C2CCCC2)C1=O)Nc1ccc([N+](=O)[O-])cc1
0%	-6%	6	-6%	-7%	-27%	0.3	-7%	COc1cc(OC)cc(C(=O)OCC(=O)Nc2ccc(F)cc2F)c1
-1%	-1%	-2	4%	10%	18%	-0.1	-24%	CN1CCc2c1nc1ccccc1c2NC(=O)CN1CCCC1
-1%	2%	2	-30%	0%	-13%	-3.3	-18%	CCCCNC(=O)Nc1nc2ccc(CC)cc2s1
-16%	-4%	-11	3%	-7%	17%	-0.1	-14%	O=C(OCC(=O)c1c[nH]c2ccccc12)c1cncc(Br)c1
-2%	6%	0	-13%	-4%	3%	1.8	1%	C=CCOc1ccc(/C=N/NC(=O)c2cc3c(OC)cc(OC)cc3[nH]2)cc1
1%	1%	-5	-7%	-7%	4%	0.6	-1%	O=C1CC(/C=C/c2ccccc2)(C(=O)NC2CCCC2)N1c1ccc(S(=O)(=O)N2CCCC2)cc1 (stereo not drawn)
1%	17%	1	u	-4%	-5%	-1.7	-3%	COc1ccc(NC(=O)C2CCN(C(=O)Nc3ccccc3)CC2)cc1S(=O)(=O)N(C)C
0%	-3%	-3	2%	7%	6%	-0.6	-1%	CS(=O)(=O)N(CC(=O)NCc1ccc2c(c1)OCO2)c1ccccc1
-1%	7%	0	-16%	-8%	17%	2.2	-14%	O=C(CS(=O)c1ccccc1[N+](=O)[O-])Oc1ccc(Br)cc1 (stereo not drawn)

Mm-Cpn inhibitor	EPAC1 agonist	PI5P4K alpha inh	WRN inhibitor	EPAC2 antag	EPAC1 antagonist	CCT modulator	PLK1 PBD inh	SMILES
-2%	-2%	4	-19%	3%	-3%	0.0	-3%	CCC(=O)Nc1ccc(C(=O)CSc2nnc(-c3ccc(NS(C)(=O)=O)cc3)n2C)cc1OC
3%	-3%	x	5%	7%	0%	0.5	4%	Cc1c(NC(=O)COC(=O)C(c2ccc(Cl)cc2)C(C)C)c(=O)n(-c2ccccc2)n1C (stereo not drawn)
0%	-10%	-6	1%	5%	0%	2.0	1%	COc1ccc(NC(=O)CN(C)CC(=O)c2[nH]c(C)c(C(C)=O)c2C)cc1
0%	-17%	9	0%	0%	3%	0.2	-2%	CCCCC(CC)C(=O)Nc1cc(C(=O)NCc2ccc(C)cc2)ccc1N1CCC2(CC1)CC(c1ccccc1)=NO2 (stereo not drawn)
-10%	2%	-7	4%	0%	-5%	0.9	-16%	COc1ccc(/C=N/n2c(C)cc(C)cc2=O)cc1
x	-6%	-1	-7%	-6%	-17%	0.6	-7%	COc1ccc2c([N+](=O)[O-])c(N3CCOCC3)[nH]c2c1
1%	2%	9	-24%	18%	-13%	-2.4	-5%	Cc1ccc(-n2c3c(cc(C(=O)NCC(=O)c4ccccc4)c2=O)C(=O)CCC3)cc1
1%	16%	4	-12%	1%	-17%	0.8	u	Cc1ccc(C)n1-c1ccc(C(=O)N/N=C/c2ccncc2)cc1
u	0%	-9	1%	-8%	-23%	-0.8	-14%	Cn1c(-c2sc3cc(C(F)(F)F)cnc3c2-c2ccccc2)n[nH]c1=S
x	-9%	5	3%	5%	3%	x	1%	CCCCNC(=O)c1nc(-c2cccs2)oc1-c1ccc(Cl)cc1
1%	14%	0	-2%	-3%	5%	-1.0	-5%	COc1ccc(NC(=O)CC2C(=O)NC3CCCCC3N2C(=O)c2ccc(F)cc2)cc1 (stereo not drawn)

High-throughput results as filed in PubChem.
